# FadD28 FP inh – blocks FadD28 binding to the bisubstrate probe | fluorescence polarization | inhibition, % at 12.5 µM | actives 0.22% (n = 360,000) | AID 588549; in the data active = inhibition above about 8.5%, passing the limit was not always enough; inconclusive = no clear call, values can overlap the other calls
# BoNT F protease – blocks Botulinum neurotoxin F light chain protease; Multiplex microsphere protease cleavage assay, flow cytometry; inhibition, % at 10 µM; actives 0.22% (n = 360,000); AID 588497; in the data active = inhibition above about 35%, passing the limit was not always enough; inconclusive = no clear call, values can overlap the other calls; note: plate controls were buffer without enzyme for full effect and enzyme alone for no effect
# BoNT A protease – inhibitors of Botulinum neurotoxin A light chain protease; multiplex microsphere protease substrate cleavage, flow cytometry; inhibition, % at 10 µM; actives 0.17% (n = 360,000); note: plate controls were buffer without enzyme for full effect and enzyme alone for no effect
# Anthrax LF prot – blocks Bacillus anthracis lethal factor protease; P15917; multiplex microsphere protease cleavage assay, LF; inhibition, % at 10 µM; actives 0.12% (n = 360,000); note: plate controls were buffer without enzyme for full effect and enzyme alone for no effect
# Mtb BioA inh – BioA (M. tuberculosis) enzyme inhibition. purified M. tuberculosis BioA enzyme, plate reader. inhibition, % at 9.99 µM. actives 0.096% (n = 360,000); in the data active = inhibition above about 40%; inconclusive = no clear call, values can overlap the other calls
# UGM FP inh – blocks M. tuberculosis UGM enzyme; actives 0.06% (n = 320,000); inhibition, % at 10 µM; purified UGM, fluorescence polarization probe displacement; AID 504406; P9WIQ1; in the data active = inhibition above about 10%, passing the limit was not always enough; inconclusive = no clear call, values can overlap the other calls
# Target sequence (P9WIQ1 whole entry, looked up): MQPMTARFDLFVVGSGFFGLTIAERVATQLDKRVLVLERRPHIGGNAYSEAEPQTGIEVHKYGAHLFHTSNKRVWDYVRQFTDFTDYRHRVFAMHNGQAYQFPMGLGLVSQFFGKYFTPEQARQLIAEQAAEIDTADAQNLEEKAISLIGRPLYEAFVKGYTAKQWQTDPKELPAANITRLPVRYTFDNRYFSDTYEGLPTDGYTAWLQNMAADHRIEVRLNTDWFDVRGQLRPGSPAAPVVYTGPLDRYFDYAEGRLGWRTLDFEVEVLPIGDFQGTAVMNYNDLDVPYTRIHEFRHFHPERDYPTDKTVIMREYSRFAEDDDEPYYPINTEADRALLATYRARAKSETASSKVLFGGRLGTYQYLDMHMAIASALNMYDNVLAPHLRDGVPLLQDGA
# GDH-TPI counter – inhibits GDH-TPI coupling enzymes, artifact for Mtb FBA screen; GDH-TPI coupled enzyme counterscreen, NADH absorbance; inhibition, % at 4.8 µM; actives 1.2% (n = 360,000); AID 588335; in the data active = inhibition above about 30%;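 note: 0% = DMSO wells and 100% = wells lacking the enzyme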
# PfHsp40 rescue – rescue of PfHsp40-mediated yeast toxicity; S. cerevisiae expressing PfHsp40, growth rescue, ATP luminescence; growth rescue, % at 12.5 µM; actives 0.68% (n = 340,000); in the data active = growth rescue above about 28%, passing the limit was not always enough; inconclusive = no clear call, values can overlap the other calls;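 note: yeast W303a lacking pdr1 and pdr3 grown in galactose medium; growth measured after three days at 30 °C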
# FBA Mtb inh – inhibitors of M. tuberculosis fructose-bisphosphate aldolase | P9WQA3 | AID 588726 | inhibition, % at 1 µM | purified M. tuberculosis FBA, fluorescence read-out | actives 2.3% (n = 360,000); in the data active = inhibition above about 27%;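 note: 0% = vehicle and 100% = reference inhibitor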
# Target sequence (P9WQA3 whole entry, looked up): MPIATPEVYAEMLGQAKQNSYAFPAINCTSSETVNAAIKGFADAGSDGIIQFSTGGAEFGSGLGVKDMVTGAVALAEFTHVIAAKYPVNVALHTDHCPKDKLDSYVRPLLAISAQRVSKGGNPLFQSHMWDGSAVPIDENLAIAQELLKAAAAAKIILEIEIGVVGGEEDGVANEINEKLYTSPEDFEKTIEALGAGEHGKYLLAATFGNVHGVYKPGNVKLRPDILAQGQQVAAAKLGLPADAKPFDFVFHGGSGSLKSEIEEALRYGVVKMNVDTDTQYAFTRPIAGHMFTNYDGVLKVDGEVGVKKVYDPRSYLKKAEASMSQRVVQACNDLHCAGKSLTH
# * = called active by the depositor; ? = inconclusive; . = not tested or not shown; & = joins results of further samples. Cut-off read from the data, not from the text of the source, unless noted: active = inhibition above about 30%; inconclusive = no clear call, values can overlap the other calls; inactive = below that.
SMILES,FadD28 FP inh,BoNT F protease,BoNT A protease,Anthrax LF prot,Mtb BioA inh,UGM FP inh,GDH-TPI counter,PfHsp40 rescue,FBA Mtb inh
COc1cccc(NC(=O)NC2CC(=O)N(c3ccc4c(c3)OCCO4)C2)c1 (configuration not stated),-1.9,7,3.0,-4,8.3,0.0,3,1.1,2
Cc1ccccc1N1CC(C(=O)Nc2ccc3c(c2)OCO3)CC1=O (configuration not stated),1.0,-2,0.5,1,2.8,-0.1,8,0.4,1
COc1ccc(Cl)cc1S(=O)(=O)N1CCCC(C(=O)N2CCCC2)C1 (configuration not stated),-1.4,-3,0.1,2,1.0,2.6,7,-1.4,1
N#C/C(=C\c1cn(CCOc2ccccc2)c2ccccc12)C(=O)NCc1cccs1,-1.2,-3,-0.3,3,-0.9,-3.5,4,-0.7,-1
NC(=O)c1cc([N+](=O)[O-])ccc1NCCN1C(=O)c2ccc(C(=O)O)cc2C1=O,-0.8,-7,0.4,0,-0.7,-2.6,10,1.8,-7
COc1ccc(-c2noc(N3CCC(C(=O)Nc4ccccc4OC)CC3)n2)cc1,-3.9,2,-0.3,2,-0.6,-0.5,3,0.5,0
Cn1c(NN=O)nc2ccccc21,0.4,-2,-1.1,1,.,0.3,4,5.2,-5
COc1cc(NC(=O)c2ccc(N)nc2)cc(C(=O)Nc2cccc(C(F)(F)F)c2)c1,-6.3&-3.0,-24&-14,-1.1&-1.6,-3&-9,0.1&-1.1,0.0,1&4,-1.1,0&0
O=C(Nn1cnnc1)C(c1ccccc1)c1ccccc1,-2.4,3,0.1,0,0.0,2.6,0,-0.6,-1
CNC(=O)c1nn(-c2ccc(Cl)cc2)ccc1=O,-1.9,2,-0.3,0,-0.3,-3.1,10,-0.4,4
C/C(N)=C(/C#N)C(=O)COC(=O)CNC(=O)c1ccc(Cl)cc1Cl,-3.7,-4,0.6,1,.,-1.6,2,0.1,-10
CC(=O)c1ccc(NC(=O)CN2CCC(C(=O)c3ccc(F)cc3)CC2)cc1,-3.6,4,0.0,0,0.4,-2.6,2,0.1,-3
C=C(C)[C@H]1CC=C(C)C(=O)C1,-2.3,-9,-0.6,-6,0.7,-0.2,5,-0.9,1
COc1ccc(C(=O)OC(C)C(=O)Nc2cc(C(F)(F)F)ccc2Cl)c(OC)c1OC (configuration not stated),-3.7,-3,-0.6,0,1.3,0.8,-3,7.7,1
Fc1ccccc1CSc1nnc(-c2ccccc2)o1,-2.2,-1,-0.2,-7,0.2,2.3,1,-0.3,-1
O=C(Nc1cc(C(F)(F)F)ccc1N1CCCCC1)c1ccc(Br)o1,-1.0,-7,0.3,-10,0.2,1.6,4,2.2,-2
COCCCn1c(=O)c2ccccc2n(Cc2ccc(C)cc2)c1=O,0.2,31,-1.3,-6,-0.3,-0.9,7,1.0,3
N#C/C(=C\c1c[nH]c2ccccc12)C(=O)NC1CCCC1,-2.1,.,.,.,0.7,2.3,9,7.1,2
Cc1cc(OCCn2cc(/C(N)=N/O)c3ccccc32)ccc1Cl,-14,-12,-0.3,-4,-0.8,1.5,12,0.9,-1
O=C(Nc1ccccc1)C1CCCN1C(=O)Nc1ccccc1[N+](=O)[O-] (configuration not stated),1.1,6,0.5,0,.,0.3,-4,0.8,2
CC(Oc1cccnc1[N+](=O)[O-])C(=O)Nc1cccc(Cl)c1 (configuration not stated),-10.0,-5,-0.4,4,-1.0,1.2,11,1.5,0
CCOC(=O)Cc1nn(Cc2nc(-c3ccc(C)cc3)cs2)c(=O)c2ccccc12,-0.1,-4,-0.5,4,.,-0.7,4,-0.2,4
COc1ccc2o/c(=N\O)c(C(=O)Nc3ccc(C)cc3)cc2c1,-2.5,-4,-1.4,-6,.,.,0,9.7,3
COc1ccc(Cl)cc1NC(=O)NC(C)C(C)(C)C (configuration not stated),-1.2,-6,0.6,1,.,0.4,4,0.2,-1
Cc1ccc(SC[C@H](CC(C)C)N2CCN(CCc3ccccc3)CCC2=O)cc1,-4.3,-2,0.0,-13,-0.3,.,-8,-0.6,-1
Cc1ccccc1CN1[C@@H](CC2CCCCC2)COCCS1(=O)=O,-0.4,0,0.8,3,-5.5,-1.4,14,0.8,1
Cc1ccc(-n2[nH]c(=O)c3cccnc32)cc1,0.6,-3,-1.7,-5,-0.8,1.2,22,-0.9,-3
c1cc[n+](CCCC[n+]2ccccc2)cc1,-0.5,?,-0.2,-19,-1.3,-2.8,13,-1.0,-2
Nc1ccc(S(=O)(=O)Nc2cnc3c(Cl)cccc3n2)cc1,-1.3,1,-0.1,-4,.,.,8,0.6,0
COC(=O)c1sccc1NC(=O)CSc1ccccc1NC(=O)CNC(C)C,-2.6,0,-0.3,2,.,1.6,-2,-1.3,3
COc1ccc(Cn2cc(C(=O)c3ccccc3)c(=O)c3cc(OC)ccc32)cc1,-1.0,-2,-0.6,-4,13,-4.9,7,0.2,7
O=C(c1ccco1)N1CCN(C(=O)c2cc3c(=O)oc4ccccc4c3s2)CC1,0.4,23,2.7,-2,0.6,-1.5,0,1.6,2
C=CCC[C@@H](Cc1ccc(F)cc1)C(=O)OC[C@@H](Cc1ccccc1)NC(=O)[C@@H](CC=C)CC(=O)N[C@@H](CO)Cc1ccccc1,-2.5,-7,0.0,0,-2.4,-4.9,1,0.1,-1
CCn1c(SCc2ccc(C(=O)OC)o2)nnc1-c1c[nH]c2ccccc12,-1.0,-3,-0.1,8,14,-2.1,3,-0.4,-1
CC(=O)c1ccc(OC2OCCOC2Oc2ccc(C(C)=O)cc2)cc1 (configuration not stated),-1.5,1,-0.8,-2,.,0.2,-2,-0.3,0
CCCCC(=O)N(C)c1c(CC)nc2c(OCc3cc(Cl)cc(Cl)c3)cccn12,-4.3,-1,-0.2,-6,0.4,.,-3,.,-1
O=C(NN1C(=O)c2ccc(-c3ccc4c(c3)C(=O)N(NC(=O)c3cccnc3)C4=O)cc2C1=O)c1cccnc1,-2.0,-5,-0.6,-2,6.6,1.0,6,0.7,-1
CCc1nnc(NC(=O)C2CCCN(c3nc4ccccc4s3)C2)s1 (configuration not stated),-3.4,-1,-0.4,1,-1.7,-4.0,-5,0.5,-2
O=C(Cn1c(=O)n(Cc2ccco2)c(=O)c2c3c(sc21)CCCC3)Nc1ccccc1,-3.3,10,0.4,-2,-0.6,0.3,0,-0.7,10
Cc1ccc2c(c1)nnn2C1CCN(CC(=O)N2c3ccccc3CC2C)CC1 (configuration not stated),-0.1,4,0.0,0,0.8,0.4,8,-0.4,4
CN(C)CCN(CC1CCCN(Cc2ccccc2F)C1)C(=O)Cc1ccc(F)c(F)c1 (configuration not stated),-2.2,?,0.8,6,-1.7,0.9,10,1.0,0
CCOc1ncccc1C(=O)Nc1ccc2nc(C)sc2c1,-2.2,1,0.5,-2,-0.7,0.8,11,-0.6,1
CCOC(=O)C(C(C)=O)c1nc(C)nc2c1nnn2Cc1ccccc1Cl (configuration not stated),-0.2,12,2.1,-2,0.1,.,22,-1.3,-1
CCn1cc(C(=O)NCc2ccc(C)cc2)c(=O)c2cc(S(=O)(=O)N(C)C)ccc21,-0.7,-17,-0.1,11,.,1.7,1,0.9,-2
CCC(=O)Nc1cc(NC(=O)CSc2ncc(-c3ccc(F)cc3)n2Cc2ccco2)ccc1C,-2.2,-19,-0.8,-2,0.7,-1.6,-4,?,-2
CC(C)(C)NC(=O)C[C@H]1C[C@H](C(=O)N2CCCCC2)[C@@]2(CCc3ccccc3)c3[nH]c4ccc(Cl)cc4c3CCN2C1=O,-3.6,-2,0.0,-2,0.8,.,-2,0.7,-3
O=C1C(O)CC2c3ccccc3CC3(CCCC3)N12 (configuration not stated),-3.3,-5,0.4,-9,0.2,0.0,0,2.1,0
Cc1cc(Nc2ccc([N+](=O)[O-])cc2)c2ccccc2n1,-0.3,?,?,-8,1.9,3.2,25,-0.3,-2

# Reformatted: four of the compounds above
Cc1ccc2c(c1)nnn2C1CCN(CC(=O)N2c3ccccc3CC2C)CC1 (configuration not stated)
  FadD28 FP inh: -0.1
  BoNT F protease: 4
  BoNT A protease: 0.0
  Anthrax LF prot: 0
  Mtb BioA inh: 0.8
  UGM FP inh: 0.4
  GDH-TPI counter: 8
  PfHsp40 rescue: -0.4
  FBA Mtb inh: 4
Cc1cc(Nc2ccc([N+](=O)[O-])cc2)c2ccccc2n1
  FadD28 FP inh: -0.3
  BoNT F protease: ?
  BoNT A protease: ?
  Anthrax LF prot: -8
  Mtb BioA inh: 1.9
  UGM FP inh: 3.2
  GDH-TPI counter: 25
  PfHsp40 rescue: -0.3
  FBA Mtb inh: -2
CCOC(=O)C(C(C)=O)c1nc(C)nc2c1nnn2Cc1ccccc1Cl (configuration not stated)
  FadD28 FP inh: -0.2
  BoNT F protease: 12
  BoNT A protease: 2.1
  Anthrax LF prot: -2
  Mtb BioA inh: 0.1
  UGM FP inh: .
  GDH-TPI counter: 22
  PfHsp40 rescue: -1.3
  FBA Mtb inh: -1
CN(C)CCN(CC1CCCN(Cc2ccccc2F)C1)C(=O)Cc1ccc(F)c(F)c1 (configuration not stated)
  FadD28 FP inh: -2.2
  BoNT F protease: ?
  BoNT A protease: 0.8
  Anthrax LF prot: 6
  Mtb BioA inh: -1.7
  UGM FP inh: 0.9
  GDH-TPI counter: 10
  PfHsp40 rescue: 1.0
  FBA Mtb inh: 0

# Additional structures:
SMILES,FadD28 FP inh,BoNT F protease,BoNT A protease,Anthrax LF prot,Mtb BioA inh,UGM FP inh,GDH-TPI counter,PfHsp40 rescue,FBA Mtb inh
C=CCN1C(=O)/C(=C\c2ccc(C)cc2)N=C1SCC(=O)NCCC,-1.3,-4,0.0,-2,-0.6,2.1,27,-0.2,-1
COc1ccccc1CCNC(=O)c1c(C)nn(CC(C)C)c1Cl,-0.7,-8,-1.4,2,1.7,-1.0,2,3.1,2
CCC(=O)N1CCc2cc(S(=O)(=O)N3CCCCCC3)ccc21,0.0,3,0.4,-1,-0.7,6.4,12,0.7,3
C#CCOCCOCCOCCNc1nc(N2CCN(C(=O)[C@H](CCCCN)n3cc([C@@H](N)[C@H](C)CC)nn3)CC2)nc(N2CCN(C(=O)[C@H](CCC(=O)O)n3cc([C@@H](N)CCSC)nn3)CC2)n1,-1.9,-1,-0.2,-5,0.6,-3.6,5,-0.8,-1
COc1ccc(N2CCN(C(=O)c3cccc(S(=O)(=O)N4CCCc5ccccc54)c3)CC2)cc1,.,-38,2.4,-29,-2.0,2.1,1,1.3,-2
COc1ccc(-c2cc(C)no2)cc1S(=O)(=O)Nc1ccccc1,-2.1,2,1.2,2,-0.6,-2.3,-2,0.7,139*
COC(CNC(=O)CC1C(=O)N(Cc2ccccc2)C(C)c2nc3ccccc3n21)OC (configuration not stated),-2.6,-2,-0.3,-1,-0.2,0.6,0,0.5,-3
COc1ccc(OCCCC(=O)NNC(=O)CCN2CCN(c3ccccc3)CC2)cc1,-3.9,1,1.1,2,-1.5,-2.7,-4,-1.0,-2
CC1CC(=O)N(CC(=O)Nc2ccc(F)cc2)c2ccccc2S1(=O)=O (configuration not stated),-4.1,-14,-2.1,-2,0.6,1.4,-9,-0.5,-3
CCOC(=O)c1sc2nc(N3CCOCC3)c3c(c2c1N)CCCC3,-2.0,?,0.0,-7,-1.2,-0.1,-1,0.7,15
Cc1[nH]c2ccccc2c1CCN(Cc1cccnc1)C(=S)Nc1ccc(F)cc1,-3.6,-5,-0.4,-1,1.0,-0.1,8,0.0,-3
CCCCNC(=O)C1CCCN1C(=O)NC1CCCCC1 (configuration not stated),-0.4,1,-0.9,-9,-0.9,-0.4,3,0.5,2
COCCCN1C(=O)C(=O)/C(=C(/O)c2ccc(OC)cc2)C12C(=O)N(C)c1ccccc12 (configuration not stated),-1.3,-6,-0.9,-4,-2.1,-2.0,24,-1.3,0
O=C(CNC(=S)NC(=O)c1ccccc1)c1ccccc1,-0.3,0,0.1,-2,.,2.3,-3,9.2,2
CC1CC(C)CN(C(=O)CCNS(=O)(=O)c2cccs2)C1 (configuration not stated),-0.8,6,0.2,-1,0.5,1.6,-1,-1.4,2
Cc1ccc2[nH]c(=O)c3cc(C(=O)N4CCN(C(=O)c5ccco5)CC4)sc3c2c1,-1.9,-4,-1.1,-14,-2.1,-0.5,17,-1.2,16
Cc1cc(NC(=O)c2ccc(S(=O)(=O)N(C)CC3CCCO3)cc2)no1 (configuration not stated),1.0,-1,0.6,0,.,1.0,3,0.3,-4

# High-throughput results (PubChem)
